14-3-3 PPI = modulators of human 14-3-3 gamma - Raf peptide interaction; inhibition, % at 40 µM; P61981; 160,000 compounds, 0.19% hits; FP, 14-3-3gamma / TMR-pS259-Raf peptide binding; in the data active means inhibition above about 30%;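 further: 0% = protein plus tracer without compound and 100% = blank with tracer alone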
Target sequence (P61981 whole entry, looked up): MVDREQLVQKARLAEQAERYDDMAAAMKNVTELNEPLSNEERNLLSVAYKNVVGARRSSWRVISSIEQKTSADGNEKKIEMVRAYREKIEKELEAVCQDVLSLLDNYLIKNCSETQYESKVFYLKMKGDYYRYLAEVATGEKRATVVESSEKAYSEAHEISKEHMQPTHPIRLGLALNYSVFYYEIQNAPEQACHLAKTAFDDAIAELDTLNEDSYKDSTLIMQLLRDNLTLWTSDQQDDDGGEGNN
An asterisk follows results filed as active; & = joins results of further samples. The list is partial (hit frequency here may not be typical).

SMILES	14-3-3 PPI
Cn1c2ccccc2c2c(C(=O)N3CCN(c4ccc([N+](=O)[O-])cc4)CC3)cn(C3CCCC3)c(=O)c21	-5.6
Cc1ccccc1NC(=O)C(=O)NCc1ccccn1	11.2
CCC1SC2=NC(C)=C(C(=O)OCCOC)C(c3ccc(C(=O)OC)cc3)N2C1=O (stereo unspecified)	-10.3
Nc1c(C(=O)NCCN2CCOCC2)c2nc3ccccc3nc2n1-c1cccc(F)c1	-9.6
CCN(CC)CCCNC(=O)C1c2ccccc2C(=O)N2CCc3ccccc3C12 (stereo unspecified)	-8.9
CCOC(=O)Cn1c(-c2ccccn2)nc2ccccc21	0.1
COc1ccc2cc(C(N)=O)c(=Nc3ccc(C)cc3)oc2c1	3.9
O=C(Nc1ccccc1)NC1(C(=O)N2CCN(C(=O)c3ccco3)CC2)CCCCC1	-2.1
COc1ccc(-c2csc(NC(=O)c3cc(C)on3)c2C#N)cc1OC	0.5
CC=CCn1c(SCC(C)C)nc2c1c(=O)[nH]c(=O)n2C	-8.2
CCOc1ccc2cc(-c3nnc(-c4cccc(OC)c4)o3)c(=O)oc2c1	-2.0
COC(=O)c1ccc2c(=O)n(CC3CCCO3)c(SCc3cc(=O)n4ccccc4n3)nc2c1 (stereo unspecified)	-2.5
Cc1ccc(S(=O)(=O)C2(C(=O)Nc3nccs3)CC2)cc1	1.5
O=C1CCCN2N=C(SCc3ccc(Cl)cc3)SC2=N1	-4.7
O=[N+]([O-])c1cc(F)c(N2CCCCCC2)cc1N1CCCC1	1.0
COc1ccc(C(=O)NCCc2nc3ccccc3n2C)cc1OC	-1.2
CC(C)CCNC(=O)CC1Sc2ccccc2NC1=O (stereo unspecified)	4.3
CCOc1ccc(-c2noc(COC)n2)cc1OC	-5.8
Cn1cnnc1SCC(=O)Nc1ccccc1C(=O)NC1CCCC1	-4.7
Cc1ccc(S(=O)(=O)N(CC(=O)N2CCC(C(N)=O)CC2)Cc2ccc(F)cc2)cc1	-0.8
CCn1c(SCC(=O)Nc2ccc(C(C)=O)cc2)nc2ccccc21	-5.1
O=C(O)c1ccc(Cl)c(N2C(=O)C3CCCCC3C2=O)c1 (stereo unspecified)	-5.0
Cn1c(=O)[nH]c(=O)c2c1nc(NCCO)n2CCCc1ccccc1	-12.4
Cc1cccc(-c2c3c(=O)n(C)c(=O)n(C)c3cn2CC2CCCO2)c1 (stereo unspecified)	-0.2

18 compounds already listed, sorted by length of the SMILES, smallest number first.
SMILES	14-3-3 PPI
CCOc1ccc(-c2noc(COC)n2)cc1OC	-5.8
Cc1ccccc1NC(=O)C(=O)NCc1ccccn1	11.2
CCOC(=O)Cn1c(-c2ccccn2)nc2ccccc21	0.1
O=C1CCCN2N=C(SCc3ccc(Cl)cc3)SC2=N1	-4.7
COc1ccc(C(=O)NCCc2nc3ccccc3n2C)cc1OC	-1.2
Cn1cnnc1SCC(=O)Nc1ccccc1C(=O)NC1CCCC1	-4.7
O=C(O)c1ccc(Cl)c(N2C(=O)C3CCCCC3C2=O)c1 (stereo unspecified)	-5.0
Cc1ccc(S(=O)(=O)C2(C(=O)Nc3nccs3)CC2)cc1	1.5
O=[N+]([O-])c1cc(F)c(N2CCCCCC2)cc1N1CCCC1	1.0
Cn1c(=O)[nH]c(=O)c2c1nc(NCCO)n2CCCc1ccccc1	-12.4
COc1ccc(-c2csc(NC(=O)c3cc(C)on3)c2C#N)cc1OC	0.5
CCN(CC)CCCNC(=O)C1c2ccccc2C(=O)N2CCc3ccccc3C12 (stereo unspecified)	-8.9
Cc1cccc(-c2c3c(=O)n(C)c(=O)n(C)c3cn2CC2CCCO2)c1 (stereo unspecified)	-0.2
Nc1c(C(=O)NCCN2CCOCC2)c2nc3ccccc3nc2n1-c1cccc(F)c1	-9.6
O=C(Nc1ccccc1)NC1(C(=O)N2CCN(C(=O)c3ccco3)CC2)CCCCC1	-2.1
CCC1SC2=NC(C)=C(C(=O)OCCOC)C(c3ccc(C(=O)OC)cc3)N2C1=O (stereo unspecified)	-10.3
Cc1ccc(S(=O)(=O)N(CC(=O)N2CCC(C(N)=O)CC2)Cc2ccc(F)cc2)cc1	-0.8
Cn1c2ccccc2c2c(C(=O)N3CCN(c4ccc([N+](=O)[O-])cc4)CC3)cn(C3CCCC3)c(=O)c21	-5.6

The list continues.
SMILES	14-3-3 PPI
COc1cccc(NC(=O)CN(Cc2ccccc2)S(=O)(=O)c2ccc(Br)cc2)c1	-7.4
CC(=O)Nc1ccc(N2C(=O)c3ccc(C(=O)c4ccc(C(=O)O)cc4)cc3C2=O)cc1	-0.7
COc1ccc(/C(O)=C2\C(=O)C(=O)N(CCCN(C)C)C2c2ccc(C)cc2)cc1 (stereo unspecified)	-2.4
Cc1cccc(-n2nc3c(c2NC(=O)CCC2CCCCC2)CS(=O)(=O)C3)c1C	-5.8
CCCCNC(=O)c1cc(Nc2cccc(C(F)(F)F)c2)nc2ccccc12	-5.6
CC(C)(C)NCCn1c(-c2ccc(Br)cc2)cn2c3ccccc3nc12	4.1
COc1ccc(OC)c(CNC(=O)C2c3ccccc3C(=O)N(C)C2c2c[nH]c3ccccc23)c1 (stereo unspecified)	-2.8
O=C(OCC1CC(c2ccccn2)=NO1)c1ccc(Br)cc1 (stereo unspecified)	-5.1
COc1ccc(-c2nnc(NC(=O)C(C)C)s2)cc1OC	-5.3
CCN(CC)S(=O)(=O)N1CCCC(C(=O)NCc2ccc(C)cc2)C1 (stereo unspecified)	1.9
CCOC(=O)C1(C)NC(c2ccc(N(C)C)cc2)C2C(=O)N(c3ccc(OC)cc3)C(=O)C21 (stereo unspecified)	-4.8
N#CCc1ccc(NC(=O)c2ccccc2Cl)cc1	-2.6

The final two compounds of the section above lead into the next:
SMILES	14-3-3 PPI
CCOC(=O)C1(C)NC(c2ccc(N(C)C)cc2)C2C(=O)N(c3ccc(OC)cc3)C(=O)C21 (stereo unspecified)	-4.8
N#CCc1ccc(NC(=O)c2ccccc2Cl)cc1	-2.6
C=CCn1c(SCC(N)=O)nnc1-c1cccc(Br)c1	-0.9
c1ccc2c(c1)oc1c(Nc3ccc4c(c3)OCO4)ncnc12	-1.9
CCCCn1c(=NC(=O)c2cccc(F)c2)c(C(=O)OCC)cc2c(=O)n3ccccc3nc21	-4.9
O=C1CCCc2c1cc(C(=O)NCc1ccco1)c(=O)n2-c1ccccc1	-1.6
COc1ccc(Br)cc1S(=O)(=O)n1nc(C)cc1C	1.7
C=CCN1C(=O)CC(C(=O)NC)SC1=Nc1ccc(C(=O)OCC)cc1 (stereo unspecified)	-5.2
CCCC1=NS(=O)(=O)c2ccccc2N1	-6.0
CCOc1cccc(-c2nc3ccccc3c(=O)o2)c1	-6.5
c1nc(NCCN2CCOCC2)c2c3c(sc2n1)CCCCC3	-5.6
CCOC(=O)c1c(C)n(O)c2ccc(Cl)cc2c1=O	-5.0
COc1cc(Cl)c(C)cc1NC(=O)C1c2cc(OC)c(OC)cc2C(=O)N(C)C1c1cccnc1 (stereo unspecified)	0.8
COC(=O)c1ccccc1NC(=O)c1noc2c1CC(C(C)(C)C)CC2 (stereo unspecified)	4.2&6.6
CC(=O)/C(C)=N/O	-9.0
O=C1C=C(c2ccccc2)CC(c2cccc([N+](=O)[O-])c2)C1n1nnc2ccccc21 (stereo unspecified)	-6.5
COc1ccccc1N1CCN(C2CCN(C(=O)c3cccs3)CC2)CC1	6.6
CCCn1c(N2CCN(CC(=O)c3c(C)n(C)c4ccccc34)CC2)nc2c1c(=O)[nH]c(=O)n2C	-3.1
Cc1ccc(CN2C(=O)c3ccccc3Sc3ccc(C(=O)NC4CCCC4)cc32)cc1	-1.4
Cc1ccc(CNC(=O)CCC(=O)O)cc1	2.8
C=CCn1c(SCc2ccccc2C#N)nnc1-c1cc(Br)ccc1O	1.8
O=C(CSc1nnnn1-c1ccccc1)N1CCc2ccccc2C1	-7.1&-2.0
COc1ccc(N2C(=O)C3CCCN3C2c2cccc(C)c2)cc1Cl (stereo unspecified)	-5.8
CC(C)Cn1c(-c2ccc(F)cc2)n[nH]c1=S	9.2
CCCCC1CCC(C(=O)Nc2c3c(nn2-c2ccc(OC)cc2)CS(=O)C3)CC1 (stereo unspecified)	-8.6
O=S(=O)(NCC1CCCO1)c1ccc(Oc2ccccc2)cc1 (stereo unspecified)	8.9
CC(NC(=O)COc1ccc(C2Nc3ccccc3S(=O)(=O)N2Cc2ccccc2)cc1)c1ccccc1 (stereo unspecified)	-2.1
CCOC(=O)C1C(=O)C=C(c2ccco2)CC1c1ccccc1OC (stereo unspecified)	-33.0
COc1ccc(Br)cc1CN1CCCC(C(=O)N2CCCCCC2)C1 (stereo unspecified)	-1.6
COc1c(Br)cc2c(C)c(C(=O)O)oc2c1Br	-2.0
O=C(NCc1ccc(F)cc1)C1CCN(S(=O)(=O)c2cccnc2)CC1	-2.0
CCOC(=O)c1ccccc1NC(=O)Cc1c(C(=O)O)[nH]c2ccc(Cl)cc12	-2.0
O=C(COc1c(F)c(F)cc(F)c1F)NC(=O)NC1CCCC1	-10.7
COc1ccc(C(=O)Nc2ccc(Cl)c(NC(=O)c3ccccc3)c2)cc1[N+](=O)[O-]	-8.6
COc1ccccc1N=c1scc(-c2ccc3c(c2)NC(=O)CO3)n1CC1CCCO1 (stereo unspecified)	4.5
COc1ccc(OC)c(S(=O)(=O)NCCC23CC4CC(CC(C4)C2)C3)c1	3.6
Cc1ccc(Nc2ccc(N3C(=O)CCC3=O)cc2[N+](=O)[O-])cc1F	-5.1
COc1cc(OC)cc(-n2nc(C(=O)Nc3ccc(Oc4ccccc4)cc3)c3ccccc3c2=O)c1	-15.6
Cc1cc(C)c(NC(=O)C2c3ccccc3Oc3ccccc32)c(C)c1	-4.5
CCC(C)NC(=O)C1CCCN(S(=O)(=O)CC)C1 (stereo unspecified)	-2.0
O=C(Cn1c(=O)c2sccc2n(CC(=O)Nc2ccccc2)c1=O)NCc1ccco1	3.7
O=C1Nc2ccc(Br)cc2C(O)(C(=O)N2CCCC2)N1c1ccc(Cl)cc1 (stereo unspecified)	-6.8
CN(C=O)CP(=O)(O)CCN1CCCC1=O	-8.3
CN(C)c1ccc(C(=O)Nc2cccc3c2C(=O)c2ccccc2C3=O)cc1	-2.8
COc1ccc(NC(=O)CCc2ccccc2)cc1NC(=O)c1ccco1	-6.7
Cc1onc(-c2ccccc2Cl)c1C(=O)OCC(=O)c1ccc(Br)cc1	-11.5
COc1ccc(CCNC(=O)COC(=O)c2ccco2)cc1OC	-0.8
CCC(c1nnnn1Cc1ccc(F)cc1)N1CCN(C2CCCCC2)CC1 (stereo unspecified)	-5.6
COc1cccc(-c2nnc(-c3ccc(F)cc3)o2)c1	1.5
c1cn2cc(CSC3CCCCC3)nc2s1	-1.4
Cc1ccc(-c2cc(C(F)(F)F)c3c(C)nn(-c4ccccc4)c3n2)cc1	-0.2
CC(C)c1ccc(C2Sc3ccccc3NC3=C2C(=O)c2ccccc23)cc1 (stereo unspecified)	-57.2
CCCCCC1CCC(C2CCC(C(=O)O)CC2)CC1 (stereo unspecified)	-58.9
CCc1ccccc1NC(=O)CCN1C(=O)c2cccc([N+](=O)[O-])c2C1=O	1.5
O=C(NC1CC1)c1ccc(CS(=O)(=O)Cc2ccc(Cl)cc2)o1	-9.4
Cc1ccc(-c2nc(C#N)c(NCc3ccco3)o2)cc1	0.7
COc1ccc(-c2nc(Cn3c(SCc4cccc(F)c4)nc4ccncc43)c(C)o2)cc1OC	-7.8
Cc1cc([N+](=O)[O-])c(N2CCOCC2)cc1NC(=O)c1cccs1	-0.6
NC(=O)c1cc2cc([N+](=O)[O-])ccc2oc1=Nc1cccc2ccccc12	6.9
CCn1ncc(NC(=O)Nc2cccc(C(F)(F)F)c2)c1C(N)=O	2.4
CCOc1ccc2c(=O)c(Oc3cc(C)cc(C)c3)coc2c1	-0.5
CCCCOC(=O)C1=C(C)NC2=C(C(=O)CC(c3ccccc3)C2)C1c1cccc(I)c1 (stereo unspecified)	-3.3
Next section.
SMILES	14-3-3 PPI
O=C1c2ccccc2C(=O)C1c1ccc2ccccc2n1	-24.1
O=C(CCCCCn1c(=O)[nH]c2ccsc2c1=O)N1CCCCC1	-5.7
CCN(CC)CCN1C(=O)Cn2c3c(c4cccc1c42)CCC3	-1.5
Cc1ccc(NC(=O)C2C3C=CC4(O3)C2C(=O)N(CCc2ccccc2Cl)C4C(=O)NC2CCCC(C)C2C)cc1Cl (stereo unspecified)	-3.8
Nc1c(C(=O)Nc2ccccc2)sc2nc3c(c(-c4ccco4)c12)CCCCC3	1.3
C=CCN(CC=C)S(=O)(=O)c1ccc(C(=O)N=c2sc3cccc(OC)c3n2C)cc1	3.2
CC1=CCC(C(=O)NCc2ccccc2)C(c2ccc(Br)cc2)C1 (stereo unspecified)	3.2
O=C(NCCS)C1CCC(Cn2c(=O)[nH]c3ccsc3c2=O)CC1 (stereo unspecified)	-4.6
COc1cc(-c2nc3ccccc3c(=O)[nH]2)cc(OC)c1OC	2.5
CSc1cccc(NC(=O)c2nn(-c3ccc(C)cc3)c(=O)c3c2c2ccccc2n3C)c1	-5.0
COc1ccccc1CN1C(=O)[C@@H]2C(CCC(N)=O)NC3(C(=O)Nc4c3ccc(Cl)c4C)[C@@H]2C1=O (stereo partly specified)	-10.2
O=C1CSC(c2ccccc2Br)N1c1ccccc1F (stereo unspecified)	-4.1
O=C(CCS(=O)(=O)c1cccc2nsnc12)NCc1ccccc1Cl	0.9
COC(=O)c1ccc(OC(=O)c2cc(C(C)(C)C)cc(C(C)(C)C)c2)cc1	-2.0
COC(=O)c1nc2nc(C)cc(C(F)(F)F)n2n1	1.2
CCOc1ccc2nc(N3CCC(C(=O)N4CCN(C5CCCCC5)CC4)CC3)sc2c1	-1.4
N#Cc1ccccc1CSc1nc2c(sc3ccccc32)c(=O)n1CCO	-4.8
CCC1=Nc2cc(C(=O)NCC3CCCO3)ccc2Sc2ccc(C)cc21 (stereo unspecified)	-5.5
Cc1ccccc1C(=NS(=O)(=O)c1ccc(Cl)cc1)Nc1ccccc1	-0.1
Cc1csc(NC(=O)c2sc3nc(-c4cccs4)ccc3c2N)n1	-21.1
Cc1cc(C)c(S(=O)(=O)Nc2ccc(O)cc2)c(C)c1	2.1&2.6
CCOc1ccc(N(CC(=O)NCC(C)C)S(C)(=O)=O)cc1	-12.7&1.8
Cc1ccc(NC(=O)CSc2nc(N)c3c4c(sc3n2)COC(C(C)C)C4)cc1 (stereo unspecified)	-11.9
COc1ccc(C(=O)Nc2cccnc2)cc1C(=O)Nc1cccnc1	-4.7
O=C(Cn1cnc2sc3c(c2c1=O)CCCC3)N1CCN(Cc2ccc3c(c2)OCO3)CC1	-7.7
O=C(CN(Cc1ccc(F)cc1)C(=O)c1ccco1)NCc1ccc(F)cc1	-9.1
